M18AAP inhibitor: PfM18AAP enzyme inhibition | recombinant PfM18AAP, H-Glu-NHMec fluorogenic cleavage | inhibition, % at 7.35 µM | 290,000 tested, 1.2% active | AID 1822;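 active means inhibition above the campaign mean inhibition over all tested compounds plus 3 SD, cut at about 28% in these data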;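 further: 0% = plate median of test compound wells and 100% = 2 mM ZnCl2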
PHOSPHO1 block: inhibitors of human PHOSPHO1 phosphatase | recombinant PHOSPHO1, absorbance phosphatase assay | 290,000 tested, 1.1% active | inhibition, % at 13.3 µM; in the data active means inhibition above about 60%
Target sequence (Q8TCT1 whole entry, looked up): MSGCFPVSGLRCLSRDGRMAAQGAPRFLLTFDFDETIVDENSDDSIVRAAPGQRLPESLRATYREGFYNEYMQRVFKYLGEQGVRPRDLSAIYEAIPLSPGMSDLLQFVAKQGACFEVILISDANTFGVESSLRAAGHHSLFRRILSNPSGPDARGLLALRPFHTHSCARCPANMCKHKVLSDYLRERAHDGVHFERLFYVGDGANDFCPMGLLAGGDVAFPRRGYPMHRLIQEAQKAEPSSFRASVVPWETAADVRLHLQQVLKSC
NALP1 yeast inh: NALP1 inhibition | S. cerevisiae NALP1/ASC/caspase-1 growth, X-gal OD620, 72 h | inhibition, % at 10 µM | 280,000 tested, 0.61% active | AID 2071; in the data active means inhibition mostly above about 24%, no sharp cut-off; inactive means mostly below about 32%; further: some compounds called inactive have numbers as strong as hits
GPR7 antag: human neuropeptides B/W receptor 1 antagonism; inhibition, % at 4.4 µM; AID 1861; 290,000 tested, 1.1% active; GPR7-expressing cells, fluorescence antagonist assay; in the data active means inhibition above about 16%, passing the limit was not always enough;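 further: cells stimulated with the agonist NPW; 0% = agonist with vehicle and 100% = vehicle without agonist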
Target sequence (P48145 whole entry, looked up): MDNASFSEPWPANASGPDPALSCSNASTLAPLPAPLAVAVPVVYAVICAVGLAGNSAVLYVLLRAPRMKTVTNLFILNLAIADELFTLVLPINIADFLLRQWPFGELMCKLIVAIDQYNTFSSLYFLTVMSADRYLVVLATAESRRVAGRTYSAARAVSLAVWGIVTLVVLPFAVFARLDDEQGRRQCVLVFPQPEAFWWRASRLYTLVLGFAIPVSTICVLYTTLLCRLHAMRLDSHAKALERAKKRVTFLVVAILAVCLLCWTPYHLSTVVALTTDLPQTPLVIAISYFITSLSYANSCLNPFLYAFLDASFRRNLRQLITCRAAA
VIM-2 inh: blocks Pseudomonas aeruginosa VIM-2 metallo-beta-lactamase | purified VIM-2, nitrocefin hydrolysis, epi-absorbance fluorescence | inhibition, % at 5.6 µM | 290,000 tested, 0.89% active;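 active means inhibition above the mean of all tested compounds plus 3 SD, cutoff set per screening run, cut at about 7.5% in these data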;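 further: red hydrolysis product quenches plate fluorescence so inhibitors raise well fluorescence; 0% = enzyme with DMSO and 100% = DMSO without enzyme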
IDE inh: inhibits human insulin-degrading enzyme in HEK cells | FAbetaB cleavage, fluorescence polarization | P14735 | inhibition, % at 5.59 µM | 320,000 tested, 0.41% active;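 active means percent inhibition above the average of all tested compounds plus 3 SD, set per screening campaign, cut at about 16% in these data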;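 further: IDE supplied by intact live HEK cells; FP after avidin binding of uncleaved biotin substrate so inhibition keeps polarization high; 0% = DMSO wells and 100% = 60 µM reference IDE inhibitor Ii1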
IDE act: IDE (human) activation, cell-based. HEK cells, FAbeta-B cleavage, fluorescence polarization; 0% vehicle, 100% cell-free pure enzyme wells. AID 493087. 340,000 tested, 0.073% active. activation, % at 5.96 µM. P14735;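 active means activation above the mean of all tested compounds plus 3 SD, set per screening campaign, cut at about 17% in these data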
IMP-1 inhibitor: inhibitors of Pseudomonas aeruginosa IMP-1 metallo-beta-lactamase. 290,000 tested, 0.45% active. inhibition, % at 5.6 µM. purified IMP-1, nitrocefin hydrolysis, epi-absorbance fluorescence. AID 1556;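 active means inhibition above the mean plus 3 SD of all compounds in the same screening run, cut at about 4.5% in these data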;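 further: 0% = IMP-1 with DMSO and 100% = DMSO wells lacking enzyme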
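Assay system: purified recombinant IMP-1 beta-lactamase. Input: IMP-1 0.2 nM before substrate addition. Buffer or medium: Zinc- and detergent-supplemented HEPES buffer, pH 7.1. Schedule: 25 °C, 15 min preincubation, 25 min reaction. Signal: Epi-absorbance fluorescence, 480 nm excitation, 530 nm emission. Evaluation: percent inhibition from optical density relative to buffer-blank wells.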
pCIP destab: p/CIP protein destabilization; Q05BA5; F442A p/CIP-EGFP cells, EGFP fluorescence, 16 h; decrease of EGFP signal, % at 10 µM; 290,000 tested, 0.01% active;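 active means EGFP signal decrease of at least 30% at 10 µM or well 3 SD below plate mean, unless failing retest; inactive means the rest, including hits failing retest or dose response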; further: some compounds called inactive have numbers as strong as hits; many of its hits are not listed in these tables
An asterisk follows results filed as active; . = no result given.

SMILES	M18AAP inhibitor	PHOSPHO1 block	NALP1 yeast inh	GPR7 antag	VIM-2 inh	IDE inh	IDE act	IMP-1 inhibitor	pCIP destab
CCC(C(=O)OCn1nnc2ccccc2c1=O)c1ccccc1 (stereo not drawn)	1.4	-5.3	29.3	-11.2	-3.7	1.1	3.2	-0.9	7.1
CCCS(=O)(=O)c1c(S(=O)(=O)CCC)c2ccc(C(N)=O)cn2c1C(=O)c1ccccc1	-9.8	34.3	9.6	-15.1	-3.9	.	0.8	-2.4	-6.1
C=CCc1c(C)nc(SC(C)C)[nH]c1=O	0.3	-20.9	18.7	-11.8	-4.8	9.1	0.5	-6.2	-5.7
O=C(NCCCN1CCCCC1)C1CC(=O)N(CCc2ccccc2)C1 (stereo not drawn)	2.5	41.2	16.9	-8.0	0.1	-2.6	4.7	-1.4	-5.8
COc1ccc(CNS(=O)(=O)c2csc(C(N)=O)c2)cc1OC	-13.5	32.9	20.1	2.7	1.1	-3.5	7.0	1.2	1.7
COCCNC(=O)C(c1ccc(F)cc1)N(C(=O)CCC(=O)Nc1ccccn1)c1ccc(C)cc1 (stereo not drawn)	-1.3	19.4	3.8	-2.5	-0.8	-5.0	-2.5	-1.8	-10.6
Cc1ccc(-c2c[n+](CC(=O)c3cccs3)c3n2CCC3)cc1	2.3	23.7	-2.8	-6.2	0.4	6.5	-3.0	1.2	-7.2
CC(C)Cc1nnc(NC(=O)C2CCCC2)s1	1.8	27.9	14.3	8.5	-3.1	3.0	5.8	-3.0	-8.1
CCN(CC(=O)NCC1CCCO1)S(=O)(=O)c1ccc(Cl)cc1 (stereo not drawn)	-2.8	-6.7	4.6	-10.4	-3.0	2.1	6.8	-3.1	-7.7
Cc1ccc(NC(=O)c2ccc(F)cc2)nc1	2.6	1.2	8.1	-5.3	-4.9	-5.9	3.0	-0.9	-12.4
COCCNc1cc(C)nc2c3c(C)cc(C)nc3nn12	1.9	2.7	10.7	-20.1	4.7	9.3	-4.8	-2.3	13.3
C=CCn1c(=O)c(C(=O)Nc2ccccc2C)c(O)c2ccccc21	1.5	-22.9	13.7	-10.3	0.0	.	5.4	0.1	7.6
Clc1ccc(CON/C=N/c2ncnc3sccc23)c(Cl)c1	-3.2	6.6	-6.3	-13.2	-1.1	5.2	4.6	-2.2	-8.8
O=C(Nc1ccc(Cl)c(Cl)c1)N(CCCN1CCOCC1)Cc1cccnc1	4.2	51.4	.	-8.3	-2.0	2.6	3.8	-2.8	-3.0
Cc1ccc(Cl)cc1NC(=O)Nn1cnnc1	76.3*	36.4	12.8	-24.6	-2.4	-2.7	2.9	-0.9	-12.3
CN=C(Nc1cccnc1)c1cccc(C(F)(F)F)c1	-14.4	.	15.9	0.8	-0.4	-3.3	-1.8	-1.6	-13.9
O=C(OCC(=O)N(C1CCCCC1)C1CCCCC1)c1ccccc1O	-2.9	2.8	3.9	-28.3	-1.5	1.4	3.6	-2.0	1.9
Cc1nc2ccccn2c1C(=O)N/N=C/c1ccc(CNC(=O)C(=O)Nc2ccccc2)o1	20.1	-9.2	27.0	20.7	1.6	-0.6	4.7	-1.9	-11.0
CCCCn1c(=N)n(CC(O)c2ccccc2)c2ccccc21 (stereo not drawn)	13.7	12.9	.	31.0*	1.8	5.8	0.9	-0.1	8.0
N=c1n(CC(=O)c2ccc([N+](=O)[O-])cc2)c2ccccc2n1Cc1ccccc1	11.1	-9.7	26.5	-0.7	-2.3	4.0	-1.5	-1.7	-7.6
COCCSc1nnc(NC(=O)CCS(=O)(=O)Cc2ccccc2)s1	0.2	18.5	2.5	-11.4	-0.3	1.6	7.5	-1.8	-10.7
CCc1cc(=O)oc2cc3oc(C)c(C)c3cc12	-3.6	20.3	6.6	3.9	0.1	-5.1	0.6	-2.9	-13.8
O=C(O)C1CCN(C(=O)CSc2nc3ccccc3c(=O)n2-c2ccc(Cl)cc2)CC1	7.7	24.0	13.8	-11.1	-2.0	0.0	1.1	-2.6	-9.8
FC(F)(F)c1ccc(CSc2nccn2-c2ccccc2)cc1	-5.1	-22.9	4.6	-6.8	-1.6	2.1	1.3	-2.9	-14.5
COC(=O)c1ccccc1NC(=O)CSc1nnc(C(CO)NC(=O)c2ccccc2Cl)n1C (stereo not drawn)	-12.4	12.2	-3.1	-10.4	-0.5	1.9	2.3	-1.1	-6.7
S=C(NCCc1ccccc1)N1CCn2cccc2C1c1ccncc1 (stereo not drawn)	-7.8	21.5	3.5	-9.4	1.1	-1.3	5.1	0.5	-1.2
CC(Oc1ccc(Cl)cc1)C(=O)Nc1ccccc1C(=O)N1CCOCC1 (stereo not drawn)	-1.2	37.0	0.5	0.7	-4.3	2.6	0.8	-2.3	-3.3
O=C(CSc1ncccn1)N1CCN(Cc2ccccc2)CC1	6.2	-3.5	-2.3	-9.1	1.3	2.9	5.3	-1.3	-9.5
O=C(CN1CCN(Cc2ccccc2)CC1)NC(=O)NCc1ccco1	2.8	-14.1	14.5	-7.0	-1.1	0.3	2.3	-2.2	4.4
CN1CCN(C=NC2=NN(c3cccc(C(F)(F)F)c3)CC2)CC1	-1.9	-22.8	22.1	6.5	-2.0	0.7	-4.1	-13.6	-8.0
C=CCNc1nc(NCCN2CCOCC2)nc(N2CCOCC2)n1	2.5	-6.1	3.0	7.7	-1.7	-1.2	5.3	-1.8	0.9
CC(C)c1ccc(NC(=O)NN2CCOCC2)cc1	0.8	7.6	21.3	-5.0	-3.1	1.6	2.2	-3.8	11.6
O=C(Nc1ccccc1)C1CCCN1C(=O)NCc1ccccc1 (stereo not drawn)	4.5	-7.5	-5.5	3.9	-0.7	-7.7	4.8	-2.5	2.1
CCc1ccc2[nH]c(=O)c(CN(Cc3ccc4c(c3)OCO4)Cc3nnnn3C3CCCC3)cc2c1	15.5	3.6	18.5	-13.4	-0.2	-4.4	0.8	-1.3	-0.3
Cc1nn(CC(=O)Nc2ccncc2)c(C)c1[N+](=O)[O-]	-1.3	1.0	23.6	-2.2	-0.2	-4.9	4.8	-1.3	-3.5
CCN(C(=O)COC(=O)c1cncc(Br)c1)C1CCS(=O)(=O)C1 (stereo not drawn)	1.7	2.0	2.7	-5.3	-2.1	1.8	0.0	-2.0	-1.1
Cc1ccc(C)c(N2CCN(S(=O)(=O)c3cc4c(cc3C)NC(=O)CO4)CC2)c1	1.7	30.6	16.7	10.3	-2.3	-2.6	-5.7	-1.1	3.4
CCCN(CC1CCCO1)C(=O)CCc1nnc(-c2cc(C)on2)o1 (stereo not drawn)	-7.8	19.9	-13.1	-10.4	-1.5	-1.4	4.6	-4.1	-6.1
O=C(O)CCN1/C(=C/C=Nc2ccccc2)Oc2ccccc21	16.2	4.6	-3.5	-6.8	-4.6	1.2	-1.4	-4.5	-9.0
COc1ccc(C2COC(=O)C2=N)c(NC(=O)c2ccc(Cl)cc2)c1 (stereo not drawn)	-8.7	-21.2	30.3	-9.2	-0.4	2.4	3.5	-1.3	2.3
O=C(Nc1ccc(F)cc1)c1nsc(Cl)c1Cl	2.3	-3.3	7.2	-14.3	-2.6	-8.3	6.7	-2.4	-0.3
COc1cccc(CNC(=O)CCC2CCCN(C(=O)c3ccc(OC)o3)C2)c1 (stereo not drawn)	-5.8	-4.6	0.5	5.0	-3.1	0.1	-1.3	0.5	-6.4
COC(=O)c1ccc(NC(=O)CSc2nnnn2C2CCCCC2)cc1	-8.0	-5.6	8.4	-14.1	0.1	-4.9	4.7	-7.5	-25.8
O=c1cc(CSc2nc3ccccc3c(=O)[nH]2)c2ccc(O)cc2o1	2.5	60.0*	-5.0	4.9	3.5	.	3.3	-2.8	3.8
O=C(O)c1c(C(=O)O)c(-c2ccc(Br)cc2)n2c1CSC2	10.2	24.1	2.4	-7.3	43.2*	-1.1	1.0	1.2	-8.0
Cc1cc(SCC(=O)Nc2c(C)n(C)n(-c3ccccc3)c2=O)nc2ccccc12	-0.2	-16.2	9.9	-16.5	-1.2	-4.4	8.5	-3.4	-5.6
CCOC(=O)C1(CCc2ccccc2)CCN(C(=O)CN2C(=O)CSC2=O)CC1	-9.2	11.7	5.0	9.8	-1.9	0.9	6.9	-0.2	11.2
O=c1c2cn(Cc3ccc(F)cc3)c3ccc(F)cc3c-2nn1Cc1ccc(F)cc1	7.6	27.3	5.2	6.6	-0.5	.	-3.7	0.8	-7.1

Given with values ahead of the structure: part of the list above
M18AAP inhibitor	PHOSPHO1 block	NALP1 yeast inh	GPR7 antag	VIM-2 inh	IDE inh	IDE act	IMP-1 inhibitor	pCIP destab	molecule
10.2	24.1	2.4	-7.3	43.2*	-1.1	1.0	1.2	-8.0	O=C(O)c1c(C(=O)O)c(-c2ccc(Br)cc2)n2c1CSC2
-0.2	-16.2	9.9	-16.5	-1.2	-4.4	8.5	-3.4	-5.6	Cc1cc(SCC(=O)Nc2c(C)n(C)n(-c3ccccc3)c2=O)nc2ccccc12
-9.2	11.7	5.0	9.8	-1.9	0.9	6.9	-0.2	11.2	CCOC(=O)C1(CCc2ccccc2)CCN(C(=O)CN2C(=O)CSC2=O)CC1

Continued:
SMILES	M18AAP inhibitor	PHOSPHO1 block	NALP1 yeast inh	GPR7 antag	VIM-2 inh	IDE inh	IDE act	IMP-1 inhibitor	pCIP destab
Cc1ccccc1Oc1nc2c(C)cccn2c(=O)c1/C=C(\C#N)C(=O)Nc1c(C)n(C)n(-c2ccccc2)c1=O	-9.0	-6.2	7.5	-13.4	-2.0	4.3	1.8	-2.9	8.4
CCCC(=O)Nc1ccc(Oc2ccc(NC(=O)CCC)cc2)cc1	-1.5	-10.8	8.5	-9.1	-1.1	-6.0	1.3	-2.9	-4.4
CC(NC(=O)C1CCC1)c1ccc(Br)cc1 (stereo not drawn)	2.4	-12.3	21.6	-6.2	-3.4	-0.1	-0.5	-5.1	-3.1
Cc1ccccc1OCC(=O)NCC(=O)N/N=C/c1ccc(Br)o1	-4.0	-8.2	32.1	-10.0	-0.6	1.7	0.4	-0.7	-5.2
CCOC(=O)C1CCN(C(=O)CNC(=O)c2nn(-c3ccc(OC)cc3)c(=O)c3ccccc23)CC1	1.0	14.6	20.6	0.0	-0.5	2.4	4.7	-3.5	-7.3
Cc1cccn2c(=O)c3cc(C(=O)NC4CCCCCC4)sc3nc12	2.7	14.3	12.3	7.3	4.3	0.6	7.1	-3.5	2.8
CCCC(=O)Nc1ccc2c(c1)nc(CN1CCCCC1)n2C	5.8	8.6	-12.4	0.4	-5.2	-1.8	1.9	-3.1	-4.0
COc1ccc(CCN2C(=O)CS/C2=N\NC(=O)c2cccs2)cc1OC	-1.1	35.3	0.8	-5.4	0.6	-5.1	2.4	-0.6	-10.9
CCSc1nnc(NC(=O)C2CCCCC2C(=O)OCC(F)(F)C(F)F)s1 (stereo not drawn)	-3.4	7.1	24.5	-10.4	-1.0	2.5	-1.3	0.4	-4.2
Cc1ccsc1C(=O)Nc1n[nH]c(C(F)(F)F)n1	6.0	-5.3	-10.7	-1.9	-0.2	0.5	3.3	-2.4	1.1
COc1cc(CN2CCCC(N3CCc4ccccc4C3)C2)c(Cl)cc1O (stereo not drawn)	5.0	34.0	-3.9	4.9	-2.1	0.8	-2.2	-1.2	-10.2
COc1ccccc1CNC(=O)C1CCN(S(=O)(=O)c2ccc(-n3cnnn3)cc2)CC1	-12.2	15.1	1.3	3.6	-4.5	0.2	5.5	-3.2	-14.8

Compound activity (PubChem)

Random draw from the library, and some 5.3% of all compounds hit somewhere here.
